ERp5 inh: inhibitors of ERp5-driven insulin aggregation, primary screen, biochemical, turbidity, absorbance 650 nm, single point. inhibition, % at 9.99 µM. hit rate 0.05% among 350,000. Protein disulfide-isomerase A6 (Homo sapiens), Q15084. AID 651711, 2012. 90 min;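 active = mean replicate inhibition above about 25%, with every replicate also reaching it, limit read from the data, passing the limit was not always enough; inconclusive = only one of those two criteria met; inactive = neither criterion met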
Target sequence (Q15084 whole entry, looked up): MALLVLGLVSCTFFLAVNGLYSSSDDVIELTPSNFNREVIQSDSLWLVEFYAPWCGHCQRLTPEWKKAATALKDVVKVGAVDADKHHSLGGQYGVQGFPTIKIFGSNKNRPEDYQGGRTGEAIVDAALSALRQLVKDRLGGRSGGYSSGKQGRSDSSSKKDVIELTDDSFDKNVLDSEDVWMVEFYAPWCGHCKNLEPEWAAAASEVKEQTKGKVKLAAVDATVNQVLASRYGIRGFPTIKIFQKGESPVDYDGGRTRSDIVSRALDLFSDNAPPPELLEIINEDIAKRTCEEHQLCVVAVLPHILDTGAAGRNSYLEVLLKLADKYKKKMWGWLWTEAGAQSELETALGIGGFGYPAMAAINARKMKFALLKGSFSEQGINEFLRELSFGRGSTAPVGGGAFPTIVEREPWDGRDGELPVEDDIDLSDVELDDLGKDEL
DENV2 CPE: inhibitors of DENV2 cytopathic effect, primary screen, cell-based, plate reader, single concentration. CPE inhibition, % at 9.99 µM. hit rate 1.7% among 350,000. DENV2-infected cells, cytopathic effect rescue; in the data active = CPE inhibition above about 20%, passing the limit was not always enough; inconclusive = no clear call, values can overlap the other calls; tested in BHK-21 cells;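 note: 0% = median of neutral control wells and 100% = median of positive control wells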
EWS-Fli inh: EWS/Fli-driven NR0B1 reporter inhibitors, primary screen, A673 cells, NR0B1 luciferase, luminescence, MLPCN library; viability-normalised; inhibition, % at 12.6 µM; hit rate 0.67% among 350,000; AID 651661, 2012;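 active = mean inhibition of at least 50% after viability correction, with every replicate also passing that limit; inconclusive = mean reaches 50% but only one of two replicates passes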;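 note: firefly luciferase signal divided by Alamar Blue viability fluorescence both relative to DMSO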
F508del corr: F508del CFTR correction, initial screen, CFBE line, single point | CFBE cells, YFP halide quenching; stimulated with forskolin plus potentiator P3; % fluorescence drop versus neutral controls | activity (quench increase), % at 7.58 µM | hit rate 0.36% among 350,000 | AID 720511, 2013;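 active = mean added fluorescence quench of at least 8% versus neutral control, with both replicates also reaching 8%; inconclusive = only one of the mean or replicate conditions met; inactive = mean below 8% and not both replicates reaching 8%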;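 note: cells transiently co-express mutant CFTR-F508del with the halide-sensitive YFP; corrector assay measuring rescue of mutant channel to the surface after 24 h compound exposure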
Xi reactivation: activators of inactive X chromosome reactivation, primary screen, imaging, XiGFP fibroblasts, GFP high-content imaging, set 2; activation, % at 7.58 µM; hit rate 0.055% among 360,000; XiGFP mouse fibroblasts, % GFP-positive cells imaging, 3 d; cells co-treated with 5-aza-dC sensitizer; scaled so ellipticine positive control = 100%;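 active = mean normalized replicate activation at least 10% and every replicate at or above 10%; inconclusive = only one of the two criteria met; inactive = mean below 10% and not all replicates reach 10%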;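 note: 0% = median of on-plate neutral control wells and 100% = ellipticine 6 µM median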
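Assay system: SV40-immortalized XiGFP fibroblast cells, line 68-5-11; buffer or medium: DMEM plus 5-aza-dC sensitizer; compound: one concentration, pinned; timing: compounds 3 days, fix/stain 15 min at room temperature; benchmarks: positive control ellipticine, 6 µM final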
INS-1E GSIS act: GLuc luminescence reporter in INS-1E cells, primary screen for activators of glucose-dependent secretion of insulin. hit rate 0.61% among 370,000. INS-1E GLuc reporter insulin secretion, 2-3 h. activation, % at 16.6 µM. AID 743287, 2014;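 active = lowest replicate activation of at least 40%, so every replicate reaches that level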;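 note: 0% = median of neutral control wells and 100% = median of IBMX positive control wells; some compounds called inactive have numbers as strong as hits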
ARNT TACC3 PPI: disruptors of ARNT/TACC3 protein interaction, primary screen, biochemical, AlphaScreen, single concentration; AlphaScreen His-ARNT PAS-B/GST-TACC3 binding, luminescence; TACC3 fragment carries E629A point mutation; Transforming acidic coiled-coil-containing protein 3 (Homo sapiens), Q9Y6A5; AID 623870, 2012; hit rate 0.66% among 390,000; inhibition, % at 9.99 µM;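 active = mean inhibition of replicates at least 50% and at least half of replicates each reaching 50%; inconclusive = half or more replicates reach 50% but mean below 50%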;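 note: 0% = complete ARNT plus TACC3 wells and 100% = ARNT alone without TACC3; many hits fall short of the cut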
PAX8 inh HTS: inhibitors of PAX8-driven TPO luciferase reporter, primary screen, RMG-I cells, single concentration | SteadyGlo, 24 h | inhibition, % at 12.6 µM | hit rate 1.2% among 360,000 | AID 652154, 2013;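 active = mean replicate inhibition at least 60% with every replicate also reaching 60%; inconclusive = only one of the two criteria is met; inactive = mean below 60% and not all replicates reaching 60%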;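 note: luciferase light reporting Pax8 driven TPO promoter activity; plate controls were median of neutral control wells for no effect and mitoxantrone controls for full effect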
Starred values were filed as active, the others as inactive; ? = inconclusive; / = not tested or not shown; & = joins results of further samples.

Results follow in this order: ERp5 inh, DENV2 CPE, EWS-Fli inh, F508del corr, Xi reactivation, INS-1E GSIS act, ARNT TACC3 PPI, PAX8 inh HTS
CCOC(=O)N1CCN(C(=O)c2ccc3c(c2)N(Cc2ccc(F)cc2)CCS3)CC1
  -6, ?, 4, 2.1, 0.0, -50, -1, 31
Cc1nccn1CC(O)COc1ccc(Cl)cc1Cl (stereo not drawn)
  4, 31*, 11, 4.8, 0.1, 8, 31, 17
Cc1cc(C)c2c(c1)cc(C)c1nnc(SCC(=O)Nc3ccccc3N3CCOCC3)n12
  /, /, /, /, 0.1, -9, -3, -1
O=C(C[C@H]1CC[C@@H](NC(=O)NC2CCCC2)[C@H](CO)O1)NCc1ccc(F)cc1
  -5, -6, -4, -0.8, 0.0, -2, -11, -2
CCCCNC(=S)N/N=C/c1ccc(C#N)cc1
  -11, /, -11, -1.5, 0.5, 3, 3, 11
Cc1ccc(-c2noc(CCCC(=O)NC3CCCCC3)n2)cc1
  6, 1, 14, 0.0, 0.0, -2, -11, 13
Cc1ccc(CC2SC(N=C(N)N)=NC2=O)cc1 (stereo not drawn)
  3, -5, 4, -1.2, 0.0, -1, -17, -8
COc1ccc(NC(=O)Nc2cccc3c2O[C@@H](CN(C)Cc2ccccc2)[C@@H](C)CN([C@@H](C)CO)C3=O)cc1
  1, -6, -15, -1.5, -0.9, 10, 2, /
COc1ccc(/C=N\NC(=O)c2ccc(Cn3cc(Br)c([N+](=O)[O-])n3)o2)c(OC)c1C
  -2, 11, 9, 2.6, 0.0, 4, /, 28
CCCCc1nnc(NC(=O)CSc2nc(O)c(Cc3ccccc3)c(=O)[nH]2)s1
  2, 4, 1, 1.5, 0.0, 25, 25, 5
COc1ccc(-c2nc(CN3CCC(C(=O)N4CCOCC4)CC3)c(C)o2)c(OC)c1
  3, 44*, 1, -0.8, 0.0, 5, 2, 14
O=C1c2cccc3cccc(c23)C(=O)N1OS(=O)(=O)c1ccc(Br)cc1
  6, 3, -8, 2.9, 0.1, 3, /, -7
Cc1noc(C)c1S(=O)(=O)Nc1ccc2c(c1)C(=O)N([C@H](C)CO)C[C@H](C)[C@H](CN(C)C(=O)Nc1cccc3ccccc13)O2
  -6, 16, 0, -2.9, 0.2, -14, 3, /
COc1ccc(Cl)cc1NC(=O)CN(C)CC(=O)Nc1c(C)n(C)n(-c2ccccc2)c1=O
  -1, 6, 4, 0.2, 0.0, 4, 0, 3
OC(CNCc1ccncc1)c1ccccc1 (stereo not drawn)
  -7, -4, 6, -4.9, 0.2, 8, 0, -3
CC(C)C#Cc1ccc([C@@H]2[C@@H](CO)N3C(=O)CN(C(=O)c4ccccn4)C[C@H]23)cc1
  -2, -9, /, 0.7, 0.4, -5, /, /
CCOc1ccc(S(=O)(=O)N(CC(=O)Nc2cccnc2)c2ccc(F)cc2)cc1
  9, 2, /, -0.1, -0.1, -25, -2, 5
Cc1ccc(C(=O)N/C(=C/c2cccs2)C(=O)NCCCn2ccnc2)cc1
  -6, 31*, -4, 2.5, -0.1, 7, 0, 39
COc1ccc(O)c(C(=O)c2cnn(-c3ccccc3)c2)c1
  -9, -7, -68, 0.0, 0.0, 32, 6, -39
C[C@@H]1CN([C@H](C)CO)C(=O)c2c(c3ccccc3n2C)-c2ccccc2CO[C@H]1CN(C)S(=O)(=O)c1cccs1
  0, 1, -4, -3.9, -0.3, -12, 6, 37
CCc1nc2nc(C)c(NS(=O)(=O)c3ccc(Cl)s3)c(=O)n2[nH]1
  5, -2, 8, -0.3, 0.0, 13, -5, -1
O=C(C[C@H]1C[C@@H]2c3cc(NC(=O)Cc4ccncc4)ccc3O[C@@H]2[C@H](CO)O1)NCCN1CCCCC1
  -6, -1, -6, 1.1, 0.0, 14, 7, -18
O=C(COc1ccc(Cl)cc1Cl)NC(=S)Nc1ccc(CN2CCOCC2)cc1
  -19, -1, -4, -1.2, 0.7, -34, /, 3
COc1ccc(C(=O)N2CCN=C2SC)cc1
  2, 1, 9, -0.7, 0.0, 18, 0, 0
O=C(NCc1ccc2c(c1)OCO2)C1CCCN1C(=O)Nc1ccccc1 (stereo not drawn)
  5, 7, -2, -2.6, /, -7, 6, /
COc1cccc(CNC(=O)CN(C)S(=O)(=O)c2ccc3c(c2)c(=O)n(C)c(=O)n3C)c1
  1, 0, -10, -0.3, 0.7, 9, 0, 0
Cc1ccc(Cn2ncc3c(N4CCN(C5CCCC5)CC4)ncnc32)cc1
  1, -2, -7, -3.4, 0.0, -5, 0, -9
CC1(c2ccc(Cl)cc2Cl)NC(=O)N(CC(=O)NC2CCCCC2)C1=O (stereo not drawn)
  -1, -11, 3, 1.9, -0.1, -6, /, 8
CCOC(=O)C1(C)NC(c2cccc(C)c2)C2C(=O)N(c3ccccc3)C(=O)C21 (stereo not drawn)
  -3, -2, -2, -0.4, 0.1, 9, -4, 1
CSc1ccccc1NC(=O)CN(C)C(=O)CNC(=O)c1ccc(Oc2ccccc2)cc1
  3, 3, -13, -2.2, 0.0, /, /, -1
COCCNC(=S)Nc1ccc2[nH]c(=O)[nH]c2c1
  0, 5, 13, -4.4, 0.0, 10, 3, 46
OCC(O)CSc1nc(-c2ccccc2)nc2c1CCC2 (stereo not drawn)
  2, -2, 9, /, 0.0, 19, 6, 16
O=C(COc1ccc(-c2ccccc2)cc1)N/N=C/c1cc(O)ccc1Br
  2, -7, -6, 0.2, 0.0, -22, /, 4
Cc1cccc(Cn2c(N3CCN(C)CC3)nc3c2c(=O)n(C)c(=O)n3C)c1
  5, 1, 22, -2.5, 0.1, 14, -2, -16
C[C@H](CO)N1C[C@H](C)[C@@H](CN(C)C(=O)c2cccnc2)Oc2ncc(Br)cc2C1=O
  -6&11&-13, 0&0&-3, -3&-1&-9, 2.1&1.1&6.8, 0.4&0.0, -1&28, -1&2, 6
C/C(=N\Nc1ccc(C#N)cc1[N+](=O)[O-])c1ccc(O)cc1
  -1, -2, 9, 0.4, 0.0, -8, -5, -1
Cc1c(C(=O)O)[nH]c2c1C(=O)CC(c1ccc(Cl)cc1)C2 (stereo not drawn)
  -5, -1, -4, 1.2, /, 15, -22, /
O=C(C1CC(=O)N(c2ccc(Cl)cc2)C1)N1CCN(Cc2ccc3c(c2)OCO3)CC1 (stereo not drawn)
  0, 1, 19, -1.0, -0.1, -5, -6, 16
COc1ccc(S(=O)(=O)NC2CC2)cc1Cl
  4, 8, 4, -4.1, -0.1, -1, -20, 41
Cc1cc(Cl)ccc1C(O)c1ncc(-c2ccc(Cl)cc2)[nH]1 (stereo not drawn)
  3, 7, 2, 0.4, 0.0, -26, /, 3
Cc1ccc(CN2CCN(/N=C\C=C\c3ccccc3)CC2)cc1
  0, -3, -3, -2.8, 0.0, -2, 15, -4
COc1ccc(C2CC(c3cccs3)=NN2c2ccccc2)cc1 (stereo not drawn)
  0, -5, -10, 2.1, 0.1, -1, -31, -73
O=C(CSc1ncn[nH]1)c1cc2ccccc2o1
  4, 8, -15, 0.1, 0.0, 1, 5, -9
Cc1cn2c(=O)c(C(=O)N3CCN(c4ccccc4)CC3)cnc2s1
  9, 0, -12, -1.9, 0.3, -5, -2, -4
O=C(O)COc1ccc(NC(=O)c2ccc3c(c2)C(=O)N(C2CCCCC2)C3=O)cc1
  4, -5, /, 1.1, -0.1, -8, -3, -8
COc1cc([N+](=O)[O-])cc(/C=N/NC(=O)c2cc(C)nc3ccccc23)c1O
  8, 1, 17, 1.0, 0.0, -8, 64*, 5
Cc1c(NC(=S)Nc2ccccc2)c(=O)n(-c2ccccc2)n1C
  0, 1, -5, /, -0.2, -6, -2, 5
Cc1cnc(C(=O)OCC(=O)N(Cc2ccccc2)C(C)(C)C)cn1
  -2, 14, -5, -0.7, 0.0, /, -21, 3
CN1C(=O)c2cc(NC(=O)C3CCOCC3)ccc2OC[C@H]2O[C@H](CC(=O)O)CC[C@@H]21
  -7, -8, 4, -0.8, 0.1, 12, -8, -6
O=S(=O)(c1ccc(SCCOc2ccccc2)nc1)N1CCCC1
  -8, -4, 3, 0.3, -0.1, -16, -8, 8

The list goes on.
Results follow in this order: ERp5 inh, DENV2 CPE, EWS-Fli inh, F508del corr, Xi reactivation, INS-1E GSIS act, ARNT TACC3 PPI, PAX8 inh HTS
CN1CCN(C(=O)CSc2nnc(COc3ccc(Cl)cc3)o2)CC1
  3, -3, -11, 0.8, 0.1, 12, -14, 1
C/C=C/c1cccc(-c2nc(C(=O)N3CCOCC3)cc3c2[C@@H](CCO)N(C(=O)NC(C)C)C3)c1
  8, -7, 2, 2.7, 0.0, 12, /, 3
COc1ccc(N(CC(=O)Nc2nccs2)S(=O)(=O)c2c(C)nn(C)c2C)cc1
  -14, 14, -3, -3.9, 0.0, -3, 9, -1
Cc1ccc(S(=O)(=O)N2CCN(C(=O)CC(C)n3nc(C)c(Cl)c3C)CC2)cc1 (stereo not drawn)
  -1, -2, 11, -1.0, 0.5, -1, 3, 17
Cc1ccc(C(=O)NC2CCCC(C)C2C)cc1S(=O)(=O)N1CCCCC1 (stereo not drawn)
  2, -1, -13, 4.2, 0.0, -24, -4, -43
O=C1CC[C@H](OCc2ccccc2)CCN1[C@H](CSc1ccccc1)Cc1ccccc1
  3, -6, -1, 1.2, 0.6, -27, -2, -9
C[C@H](CO)N1C[C@H](C)[C@@H](CN(C)CC2CC2)Oc2cc(-c3ccc(F)cc3)ccc2S1(=O)=O
  -5, -5, -5, 1.5, /, /, 7, -3
OCC1(CO)CCCC(CO)(CO)C1O
  3, -12, 1, -1.7, 0.0, 6, -5, -13
O=C(C1CCCO1)N1CCN(c2ccccn2)CC1 (stereo not drawn)
  4, 5, 2, 0.2, 0.1, -4, -1, 0
Cc1ccc(S(=O)(=O)Nc2ccc(NC(=O)c3cccs3)cc2)cc1
  -8, -4, 5, 0.2, 0.0, -11, -3, 18
COc1cccc(CNC(=O)C[C@H]2CC[C@@H]3[C@H](COc4ccc(NC(=O)c5cccs5)cc4C(=O)N3C)O2)c1
  1, 2, -9, 0.7, 0.1, -5, -11, -4
COc1ccc(/C=C(/NC(=O)c2ccccc2)C(=O)N2CCCC2)cc1OC
  1, -4, -6, 2.2, 0.3, 22, -11, 8
CCC(=O)Nc1ccc2c(c1)C(=O)N(C)[C@@H]1CC[C@H](CC(=O)NCCN3CCCCC3)O[C@H]1CO2
  -31, 9, -4, 1.0, 0.0, 4, 3, -2
CSc1ncc(C(=O)Nc2ccc(C)cc2C)c(C)n1
  3, 6, -3, /, 0.4, 8, -3, -9
Cc1noc(C)c1NC(=O)Nc1cccc2c1O[C@H](CN(C)Cc1ccc3c(c1)OCO3)[C@@H](C)CN([C@H](C)CO)C2=O
  0, 1, -2, 1.3, 3.4, 4, /, 5
COc1ccc(C#Cc2ccc3c(c2)O[C@H](CN(C)S(=O)(=O)c2ccccc2F)[C@@H](C)CN([C@H](C)CO)S3(=O)=O)cc1
  1, -3, 6, -6.6, -0.4, -4, 12, -4

Assay outcomes (PubChem BioAssay)
